Source: PubChem
ATXN2 expr inh: Primary qHTS for Inhibitors of ATXN expression; HEK-293 ATXN2-luciferase reporter, luminescence, 24 h; Potency, µM (series often up to 57 µM), for inactives: top-dose activity change, negative = inhibition, most hits filed as inhibitors; hit rate 0.72% among 360,000; AID 1745845, 2022; further: potency means the concentration at half of the fitted maximal effect; on the % scale 0 is the no-effect control and ±100 the full control effect; nearly all actives have a fitted effect of over 55% in size
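qHTS (up to 57 uM final) was run with 24 h compound exposure of reporter cells at 37 °C. Each well was multiplexed: SteadyGlo luminescence measured ATXN2-luciferase expression after a fluorogenic Gly-Phe-AFC viability readout (25 uM final).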
MCF10A rerep: A quantitative high throughput screen for small molecules that induce DNA re-replication in MCF 10a normal breast cells | MCF 10A DNA re-replication, Hoechst nuclear intensity, 48 h | Potency, µM (doses to about 46.1 µM), for inactives: at the top dose activity, positive = re-replication, usual class: activators | hit rate 2.9% among 350,000; further: potency means the concentration at half of the fitted maximal effect; % of control where 0% means no effect; nearly all actives have a fitted effect of over 50% in size
TGFb SMAD3 inh: qHTS for Inhibitors of TGF-b; Potency, µM (doses to about 46.1 µM), for inactives: top-dose activity, negative = inhibition, usual class: inhibitors; hit rate 1.2% among 410,000; HepG2 CAGA-GFP TGF-b/SMAD3 reporter, GFP fluorescence, 18 h; TGF-beta stimulated, 500 pg/mL final; further: potency means the concentration at half of the fitted maximal effect; on the % scale 0 is the no-effect control and ±100 the full control effect; nearly all actives have a fitted effect of over 65% in size
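HEPG2 CAGA-GFP cells (1000/well, DMEM with 1% FBS) were pre-incubated 2 h at 37 degrees C, given compound by pin tool, then stimulated with TGF-beta at 500 pg/mL final for 18 h before per-cell GFP fluorescence imaging.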
HepG2 tox: qHTS for Inhibitors of TGF-b: Cytotox Counterscreen; HepG2 CAGA-GFP viability, ATP luminescence, 18 h; Potency, µM (top dose mostly 46.1 µM), without a hit: at the top dose activity change, negative = cytotoxicity, actives largely listed as cytotoxic; hit rate 0.76% among 410,000; AID 588856, 2011; further: potency means the concentration at half of the fitted maximal effect; some results filed as inactive show a strong effect at the top dose
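HepG2 CAGA-GFP cells (1000/well, DMEM with 1% FBS) received compound, then TGF-beta at 500 pg/mL final, and were incubated 18 hours at 37 degrees C. Viability was read by CellTiter-Glo luminescence. Media-only wells were set as complete cell-killing and DMSO as no toxicity.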
IL-1B inflam inh: qHTS for Inhibitors of Inflammasome Signaling: IL-1-beta AlphaLISA Primary Screen | THP-1 LPS/ATP IL-1B secretion, AlphaLISA, 16 h; active compounds read low | activity change, % at 57.5 µM | hit rate 4.7% among 360,000 | AID 743279, 2014; in the data active means activity change below about -50%; inconclusive means mostly about -30% to -49%; further: on the % scale 0 is the no-effect control and ±100 the full control effect
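THP-1 cells pretreated 1 hr with compounds (up to 57.5 uM final), then stimulated with LPS (250 ng/mL final) plus ATP (1.25 mM final); secreted IL-1B measured by AlphaLISA after 16 hr, decreased signal indicating inhibition.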
Nrf2 activator: qHTS of Nrf2 Activators. AREc32 ARE-luciferase reporter (MCF7-derived line), luminescence, 24 h. Potency, µM (series often up to 46.1 µM), for the others: at the top dose activation, most hits filed as activators. hit rate 0.31% among 410,000. AID 624171, 2012; further: potency means the concentration at half of the fitted maximal effect; % of control where 0% means no effect; nearly all actives have a fitted effect of over 65% in size
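Quantitative high-throughput format: AREc32 reporter cells, 1000 per well, received compound by pin transfer and were incubated 24 hr at 37 deg C, 5% CO2, before Steady-Glo luminescence detection.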
A549 viability: Nrf2 qHTS screen for inhibitors: counterscreen for cytotoxicity | AID 504648, 2011 | A549 ARE-Fluc cells, CellTiter-Fluor viability, 18-24 h | Potency, µM (doses to about 46 µM), without a hit: at the top dose activity change, negative = cytotoxicity, most hits filed as inhibitors | hit rate 0.16% among 390,000; further: potency means the concentration at half of the fitted maximal effect; on the % scale 0 is the no-effect control and ±100 the full control effect
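A549 ARE-Fluc cells in 5% FBS OPTI-MEM, 5000 cells/well, rested 2 h then exposed to compounds in concentration-response for 18-24 h at 37 °C. Viability by CellTiter-Fluor fluorescence (Ex 405/Em 525) after 30 min; luciferase luminescence (BugLite, 15 min, RT) read afterwards.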
S2 tox: Viability Counterscreen for Primary qHTS for Inhibitors of ATXN expression | Potency, µM (titrated, usually from 56.7 µM), most hits filed as cytotoxic | hit rate 0.49% among 400,000 | S2 cells (HEK-293 line with an ATXN2-luciferase reporter) viability, CellTiter-Fluor protease fluorescence, 24 h; further: potency means the concentration at half of the fitted maximal effect; nearly all actives have a fitted effect of over 40% in size
Nrf2 inh: Nrf2 qHTS screen for inhibitors. A549 ARE-Fluc reporter, luciferase luminescence, 18-24 h. Potency, µM (series often up to 46 µM), inactives show top-dose activity change, negative = inhibition, usual class: inhibitors. hit rate 2.1% among 360,000; further: potency means the concentration at half of the fitted maximal effect; on the % scale 0 is the no-effect control and ±100 the full control effect; nearly all actives have a fitted effect of over 60% in size
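In this cell-based qHTS, ARE-driven firefly luciferase in A549 cells reports Nrf2 activity; the luminescent signal after BugLite lysis is the measured value, with a prior CellTiter-Fluor read for cell health.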
* hit, by the source's call; i = inactive; ? = inconclusive; / = no result given; & = joins results of further samples; [ ] = remark or other dose. Unless noted, the call rests on the fitted dose curve; in most records, active means well fitted curve in the direction sought with a large enough effect; inconclusive means small, poorly fitted or top-dose-only effect, or another doubt; inactive means no such curve, though single readings can be large; an effect the other way counts as inactive or inconclusive. No enrichment for hits; any-hit rate near 8.8%.

structure	ATXN2 expr inh	MCF10A rerep	TGFb SMAD3 inh	HepG2 tox	IL-1B inflam inh	Nrf2 activator	A549 viability	S2 tox	Nrf2 inh
Cc1cccc(NC(=O)c2cc(N3C(=O)CCC3=O)ccc2Cl)n1	-3%	-5%	-15%	-1%	0	0.4%	-12%	i	-11%
Cc1c(NC(=O)c2nn(C)c(=O)c3ccccc23)c(=O)n(-c2ccccc2)n1C	5%	2%	-4%	-4%	4	-0.6%	1%	i	1%
C#CCOCCOCCOCCNc1nc(N2CCN(C(=O)[C@H](Cc3cc4ccccc4[nH]3)n3cc([C@@H](N)CC(C)C)nn3)CC2)nc(N2CCN(C(=O)[C@H](Cc3cc4ccccc4[nH]3)n3cc([C@@H](N)CC(C)C)nn3)CC2)n1	6%	12%	-23%	-2%	4	4.6%	0%	i	3%
CCCn1c(=O)c(-c2nc3ccccc3[nH]2)c(O)c2ccccc21	-18%	-1%	-11%	-40%	65	8.6%	6%	i	-18%
NC(=O)c1ccc(F)cc1	3%	-15%	2%	4%	1	-0.6%	-11%	i	-3%
COc1ccc(NC(=O)NC23CC4CC(CC(C4)C2)C3)cc1OC	25%	4%	12%	-10%	-13	3.2%	-2%	i	-11%
CSc1ccc(CCNC(=O)c2ccc3c(c2)nc2n3CCCCC2)cc1	/	/	?	-29%	/	-1.3%	8%	/	/
COc1ccc(-c2cnn3c4c(c(C)nc23)CCN4C2CCCC2)cc1OC	-18%	5%	0%	-3%	?	4.5%	-5%	i	-7%

structure	ATXN2 expr inh	MCF10A rerep	TGFb SMAD3 inh	HepG2 tox	IL-1B inflam inh	Nrf2 activator	A549 viability	S2 tox	Nrf2 inh
COc1ccc(CCNC(=O)c2c(C)oc3ncn(C)c(=O)c23)c(OC)c1	9%	/	1%	-3%	/	-0.4%	-1%	i	?
CCN(C(=O)CCS(=O)(=O)c1cc2c(cc1Cl)NC(=O)CO2)c1ccccc1	9%	-4%	0%	0%	2	-0.9%	-1%	i	3%
O=S(=O)(/N=C(\[O-])C[n+]1ccccc1)c1ccc(Cl)cc1	10%	3%	0%	-13%	-6	-0.7%	2%	i	0%
CN(C[C@H](Cc1ccccc1)N(C[C@@H](Cc1cccc2ccccc12)N(CCc1ccccc1)N=O)N=O)N=O	6%	20%	?	7%	8	-0.3%	-3%	i	?
CC(C)[C@H](NC(=O)Nc1ccc2c(c1)OCCO2)C(=O)O	0%	18%	-28%	0%	2	-0.3%	-4%	i	-4%
Cc1ccc(Cl)cc1NC(=O)CCc1c(C)nc2c3cccnc3nn2c1C	/	/	2%	-6%	/	2.2%	-6%	/	?
CCOc1ccc(Oc2ccc(S(=O)(=O)N3CCOCC3)cc2NC(=O)CCNC(C)=O)cc1	6%	-1%	8%	0%	11	-0.4%	1%	i	12%
O=C1Cc2ccccc2C(=O)N1Nc1ccccc1	-23%	-3%	-12%	9%	13	2.4%	2%	i	-4%

structure	ATXN2 expr inh	MCF10A rerep	TGFb SMAD3 inh	HepG2 tox	IL-1B inflam inh	Nrf2 activator	A549 viability	S2 tox	Nrf2 inh
COc1ccc(NC(=O)c2c(SC)nsc2SC)cc1	-5%	28%	-9%	-2%	6	11%	4%	i	/
Nc1nc2c(c(=O)[nH]1)CN(Cc1ccccc1)CC2	9%	-6%	-14%	-13%	28	-0.7%	-2%	i	6%
COc1ccc(C(=O)OC(C)CN2CCN(C)CC2)cc1OC (stereo unspecified)	11%	4%	-4%	-14%	5	-0.2%	3%	i	?
CCOC(=O)CCNC(=O)N1CCN(S(=O)(=O)c2ccc3c(ccn3C)c2)CC1	5%	/	12%	4%	/	-1.1%	1%	i	/
Cc1cc(C)c(NS(=O)(=O)c2ccc(-c3cnc(C4CC4)o3)cc2)c(C)c1	-31%	/	1.4µM*	-67%	/	-0.4%	-17%	?	/
COc1cc([N+](=O)[O-])ccc1NC(=O)NNC(=O)C(C)Oc1ccc(F)cc1F (stereo unspecified)	-4%	2%	-9%	12%	11	-1.1%	-2%	i	1%
Cc1ccc(/C=N/NC(=O)c2nnn(-c3nonc3N)c2CSc2ccccc2)o1	-24%	15%	-5%	-11%	?	0.2%	0%	i	?
CCN(CC)C(=O)Cn1cc(C(=O)C(=O)NCCc2ccccc2)c2ccccc21	1%	-2%	26%	-3%	?	-0.3%	0%	i	-1%

structure	ATXN2 expr inh	MCF10A rerep	TGFb SMAD3 inh	HepG2 tox	IL-1B inflam inh	Nrf2 activator	A549 viability	S2 tox	Nrf2 inh
O=C(NCCN1C(=O)S/C(=C\c2cccnc2)C1=O)c1ccc([N+](=O)[O-])s1	-4%	-1%	-9%	-4%	-2	2.0%	-1%	i	17%
COc1ccc(NC(=O)N2CCCC2C(=O)Nc2ccc(C)cc2)cc1 (stereo unspecified)	-13%	9%	3%	-22%	14	-0.6%	-11%	i	-8%
Cc1cc(C)n2c(SCC(=O)Nc3ccccc3C#N)nnc2n1	-20%	0%	0%	-14%	41	4.1%	0%	i	0%
Cc1c(/C=N/Nc2ccc([N+](=O)[O-])cn2)c2ccccc2n1Cc1ccccc1	-13%	-10%	4%	-9%	39	-0.3%	-1%	i	?
COc1ccc(CN(C)C[C@@H]2OCc3cnnn3CCCC(=O)N([C@@H](C)CO)C[C@H]2C)cc1	-2%	/	-1%	-15%	21	-0.8%	/	i	/
CCOc1cc(C)c(Cl)cc1S(=O)(=O)n1ccnc1	-12%	10%	-7%	-14%	54	2.1%	1%	i	-8%
c1ccc(-c2nnc(CSc3ccc4c(c3)OCCO4)o2)cc1	12%	-3%	1%	-1%	?	1.3%	?	i	?
CC(Oc1ccccc1)C(=O)OCC(=O)Nc1ccc2c(c1)OCO2 (stereo unspecified)	3%	2%	9%	2%	19	2.7%	4%	i	-2%

structure	ATXN2 expr inh	MCF10A rerep	TGFb SMAD3 inh	HepG2 tox	IL-1B inflam inh	Nrf2 activator	A549 viability	S2 tox	Nrf2 inh
CN(C)S(=O)(=O)c1cc(NC(=O)CN2CCN(c3ccccc3O)CC2)ccc1Cl	-3%	3%	-13%	-17%	-26	2.3%	-18%	?	?
O=C(CSc1nnc(-c2ccc(O)cc2)n1Cc1ccco1)c1ccccc1	1%	-2%	7%	2%	-16	3.6%	-10%	?	10%
CC(=O)Nc1ccc(Sc2ccccc2C(=O)O)c(C(=O)O)c1	12%	3%	5%	-5%	18	-1.4%	-4%	i	-5%
Cc1cc(C(=O)NCC(=O)OCC(=O)N2CCCCCC2)ccc1[N+](=O)[O-]	2%	23%	1%	0%	6	-0.7%	-1%	i	-9%
CSc1ncccc1C(=O)N1CCC1(C)C(=O)NC(C)C (stereo unspecified)	13%	/	7%	1%	-2	0.5%	/	i	/
CCOc1ccc(CCNC(=O)CCc2c(C)nc3cc(-c4ccccc4OC)nn3c2C)cc1	/	/	?	-17%	/	-2.3%	-5%	/	15µM*
CN(Cc1ccc(C(F)(F)F)cc1)C(=O)c1ccc2ccccc2n1	-5%	?	1%	-1%	-25	-0.4%	-2%	i	-4%
O=C(Nc1ccccc1C(F)(F)F)N1CCN(C(c2ccccc2)c2ccccc2)CC1	2%	?	5%	-7%	16	-0.3%	-4%	i	-14%

structure	ATXN2 expr inh	MCF10A rerep	TGFb SMAD3 inh	HepG2 tox	IL-1B inflam inh	Nrf2 activator	A549 viability	S2 tox	Nrf2 inh
Cc1sc2nc(SCC(=O)NCc3ccco3)n(C)c(=O)c2c1C	-15%	21%	-3%	3%	-5	4.0%	-9%	i	?
COc1cc(CNc2ccc3[nH]c(=O)[nH]c3c2)cc(Cl)c1OCc1ccc(F)cc1	?	/	-16%	-15%	/	12%	-1%	?	3%
O=C(CCCC(=O)NCc1ccccc1)NCc1ccccc1	-7%	-1%	2%	11%	13	-0.6%	2%	i	7%
COc1ccc(-c2ccncc2)cc1OC	6%	-12%	-24%	7%	/	1.1%	2%	i	-15%
COC(=O)C(C(=O)OC)C(C)C(C(=O)OC)C(=O)OC	-15%	3%	16%	7%	0	-0.7%	-11%	i	18%
CC(=O)c1ccc(S(=O)(=O)NC2CCCCCCC2)cc1	-2%	13%	-3%	-6%	27	4.1%	3%	i	5%
CC(C)CC(NC(N)=O)C(=O)OCC(=O)NC(=O)NC1CCCC1 (stereo unspecified)	3%	1%	-7%	-11%	-5	-0.2%	-8%	i	5%
CCOC(=O)N1CCN(C(=O)C(=O)Nc2ccc3nc4n(c(=O)c3c2)CCCCC4)CC1	-8%	-12%	19%	-27%	-8	-0.1%	18%	i	10%

structure	ATXN2 expr inh	MCF10A rerep	TGFb SMAD3 inh	HepG2 tox	IL-1B inflam inh	Nrf2 activator	A549 viability	S2 tox	Nrf2 inh
Cn1nc(SCc2ccccc2)c(=O)n(C(c2ccccc2)c2ccccc2)c1=O	1%	1%	?	3%	-17	3.1%	7%	i	4%
CCN(Cc1ccccc1)C(=O)CCS(=O)(=O)c1cc2c(cc1Cl)NC(=O)CO2	-20%&-1%	2%	7%&4%	-9%&1%	-14	-0.2%&-1.3%	8%&5%	i	5%&5%
COC(=O)c1nn(-c2ccccc2)ccc1=O	-7%	-7%	83%[activator]	40%	0	0.5%	0%	i	/
O=C(OCc1ccccc1)c1cccc(-c2nnc(-c3ccccc3)o2)c1	-17%	16%	-3%	-16%	-2	0.8%	1%	i	?
CCOC(=O)C1CCN(C(=O)c2ccccc2NC(=O)c2nsc3ccccc23)CC1	/	/	-22%	-53%	/	6.9%	15%	/	/
O=C(NCCCCc1ccccc1)c1nn(-c2ccccc2)nc1CO	/	/	0%	-27%	/	-0.9%	-7%	/	23µM*
CCOc1cc(C(=O)NCc2ccc(-c3nc4ccccc4o3)cc2)cc(OCC)c1OCC	?	?	7%	-9%	7	2.1%	-11%	?	?
O=C(Nc1ccc(F)cc1)Nc1nnc([C@H]2C[C@H](O)[C@@H](CO)O2)s1	22%	/	0%	-1%	-13	0.4%	/	i	/
